RmlC RmlD mix: RmlC/RmlD inhibition, mixture screen; inhibition, % at 5.5 µM; RmlC/RmlD coupled enzyme inhibition, 384-well mixture HTS; AID 1532; 110,000 compounds, 0.39% hits; in the data active = inhibition above about 30%, passing the limit was not always enough; inconclusive = no clear call, values can overlap the other calls; also: strong numbers were not always called active
HIV RNase H inh: inhibitors of HIV-1 reverse transcriptase RNase H; P04585; RT-RNase H RNA/DNA duplex cleavage, fluorescence; inhibition, % at 10 µM; 65,000 compounds, 1.9% hits; in the data active = inhibition above about 50%
An asterisk follows results filed as active; ? = inconclusive; . = no result given. Not all compounds are listed; count on the stated rates, not on these rows.

compound	HIV RNase H inh	RmlC RmlD mix
Cn1c(=O)n(CCc2ccccc2)c(=O)c2c1nc1n2CCN1Cc1ccco1	-1	2
COc1ccccc1C(=O)Nc1cccc(SC)c1	.	6
O=C(c1ccco1)[C@@H]1[C@@H]2C(=O)N(c3ccc(Br)cc3)C(=O)[C@@H]2C2c3ccccc3C=CN21 (stereo partly specified)	3	4
COc1ccccc1NC(=S)NC(=O)CCCOc1ccc(Cl)cc1Cl	.	-19
COc1ccccc1C1C(C(=O)c2cc3ccccc3o2)=C(O)C(=O)N1CCN(C)C (stereo unspecified)	8	-10
C=CCNC(=S)N1CCC(C(=O)c2ccc(OC)cc2)CC1	.	5
CCOc1ccc(-c2ncncc2-c2ccc(OC)cc2)c(O)c1	-2	-12
CCCn1nnnc1SCC(=O)NCc1cccs1	-14	7
Cc1ccc(CCNC(=O)C2CC(c3ccccc3[N+](=O)[O-])=NO2)cc1 (stereo unspecified)	.	-8
CC(=O)N(c1ccc2oc(=O)sc2c1)S(=O)(=O)c1ccccc1	32	-16
O=C(Nc1ccc2c(c1)OCCO2)c1c(F)cccc1F	-12	3
O=C(CN1C(=O)c2ccccc2S1(=O)=O)N1CCN(c2ccccc2F)CC1	-10	-10
COC(=O)C1CCN(C(=O)NC2CCCCC2)CC1	-10	-15
COc1ccc(S(=O)(=O)Nc2cc(OC)c(NC(=O)c3ccco3)cc2OC)cc1	6	-12
COc1ccc(OC)c(S(=O)(=O)n2ccnc2C)c1	.	-9
COC(=O)CSc1nc2c(c(=O)n(C)c(=O)n2C)n1CCCc1ccccc1	-12	-4
CCn1c(SCC(=O)N2CCN(c3ccc(F)cc3)CC2)nnc1-c1ccncc1	-3	-11
COc1ccc2cc([C@H](C)C(=O)O)ccc2c1	-8	8
O=C(COc1cc(Cl)ccc1Cl)Nc1nnc(CC(=O)N2CCOCC2)s1	80*	-11
O=c1c2cnn(-c3ccccc3)c2ncn1Cc1ccco1	.	-6
CCC(=O)Nc1ccc(S(=O)(=O)Nc2ncccn2)cc1	.	-4
CCn1c(SCC(=O)N2CCCCC2C)nc2ccsc2c1=O (stereo unspecified)	.	-6
CCC(CC)C(=O)Nc1cccc(/C(C)=N/NC(=O)c2ccccc2Cl)c1	.	-16
CCOc1ccc(CNc2nc3ccccc3n2CCN2CCOCC2)cc1	.	7
COc1ccc(Nc2nc(N)nc(CSc3n[nH]c(-c4ccccc4)n3)n2)cc1	-2	-13
O=C(Nc1ccc(NC(=O)c2ccco2)nc1)c1ccccn1	7	-45
CC(=O)n1nc(-c2cccnc2)nc1N	-4	2
CCN(CC)S(=O)(=O)N1CCC(C(=O)NC2CCCc3ccccc32)CC1 (stereo unspecified)	-3	-10
COc1ccc(-n2c(=O)cc(N3CCN(c4ccccc4F)CC3)[nH]c2=O)cc1	-2	4
CCCCOC(=O)C1=C(C)Nc2ncnn2C1c1cccc(OC)c1OC (stereo unspecified)	10	13
Oc1cc2c(cc1O)[C@H]1c3ccccc3CN[C@@H]1CC2	.	-13
Cc1cc(C)cc(NC(=S)NCCN2CCOCC2)c1	.	-7
CC1=C(C(=O)OC(C)C)C(c2cccs2)C2=C(CCCC2=O)N1 (stereo unspecified)	-10	.
CCN(CC)C(=O)Cn1cc(/C=C(\C#N)C(=O)N2CCN(c3ccccc3)CC2)c2ccccc21	.	-1
NC(=O)CC(O)c1cccc(Cl)c1 (stereo unspecified)	-1	.
CC(C)c1nc(N2CCCC2)c(C#N)c2c1CCCC2	-50	-85
O=C(NCc1ccccn1)c1cc2ccccn2n1	-3	12
COc1ccc(S(=O)(=O)N2CCCN(CC(=O)Nc3cc(NC(C)=O)ccc3OC)CC2)cc1	-8	-197
Cc1nc2nc[nH]n2c(=O)c1NC(=O)c1c(-c2ccccc2Cl)noc1C	3	-11
O=C(Cn1cc(-c2nnnn2-c2ccc(Cl)cc2)c(=O)c2ccccc21)c1ccccc1	.	13

Reformatted as labelled records: part of the list above.
CCC(CC)C(=O)Nc1cccc(/C(C)=N/NC(=O)c2ccccc2Cl)c1
  HIV RNase H inh: .
  RmlC RmlD mix: -16

CCOc1ccc(CNc2nc3ccccc3n2CCN2CCOCC2)cc1
  HIV RNase H inh: .
  RmlC RmlD mix: 7

COc1ccc(Nc2nc(N)nc(CSc3n[nH]c(-c4ccccc4)n3)n2)cc1
  HIV RNase H inh: -2
  RmlC RmlD mix: -13

O=C(Nc1ccc(NC(=O)c2ccco2)nc1)c1ccccn1
  HIV RNase H inh: 7
  RmlC RmlD mix: -45

The listing continues.
compound	HIV RNase H inh	RmlC RmlD mix
CCCCCCc1cc2cc(C(N)=O)c(=N)oc2cc1O	.	-26
C[N+](C)(C)CCOP(=O)(O)OP(=O)([O-])OC[C@H]1O[C@@H](n2ccc(N)nc2=O)[C@H](O)[C@@H]1O	.	6
CCOC(=O)C1=C(C)NC(=O)NC1/C(C)=C/c1ccccc1 (stereo unspecified)	-21	9
COc1cc(OC)nc(NC(=O)COC(=O)C2CCCCC2)n1	-4	3
CC(C)Oc1ccc(C(=O)NC2CCCCC2)cc1	.	-16
O=C1Nc2cccnc2Sc2ccccc21	-2	-2
O=C1C2CCCN2C(c2ccccc2)N1c1ccc(Cl)cc1 (stereo unspecified)	-10	-24
Cc1csc(SCC(=O)N2CCCC2)n1	-7	-19
COc1ccc(Cl)cc1S(=O)(=O)N1CCN(C)CC1	-11	10
N#CCCSCc1ccc(C(=O)O)o1	-3	-15
O=C(COC(=O)COc1ccc(Cl)cc1)NC1CCCCC1	.	-13
CCCOC(=S)N/C(=N\S(=O)(=O)c1ccccc1)c1ccccc1	.	-2
COc1ccc(-c2noc(CCC(=O)Nc3cc(Cl)c(OC)cc3OC)n2)cc1	-9	0
Nc1n[nH]c(-c2ccccc2)n1	.	4
CCOc1ccccc1N1CSC2=C(C#N)C(c3c(OC)ccc4ccccc34)CC(=O)N2C1 (stereo unspecified)	73*	-3
CCCNS(=O)(=O)c1ccc(OCC(=O)N2CCC(C(=O)OCC)CC2)cc1	-6	0
COCCn1c(SCc2ccccc2Cl)nc2c1c(=O)[nH]c(=O)n2C	-3	-17
COc1ccc(/C=C/C(=O)Nc2c(C)nn(C)c2C)cc1COc1ccc(Br)cc1	.	-3
COc1ccc(CNS(=O)(=O)c2cccc(S(=O)(=O)N3CCOCC3)c2)cc1	.	-12
CCCCOc1ccc(C2CC(=O)N(C)C2=O)cc1 (stereo unspecified)	-8	5
CCOc1ccccc1Nc1nc2ccccc2n2cnnc12	-9	.
Cn1c(=O)[nH]c(=O)c2c1nc(Sc1nc3ccccc3s1)n2Cc1ccccc1	-18	24
COc1ccc(NC(=O)N2CCN(c3cccc(C(F)(F)F)c3)CC2)cc1	-5	5
CCOc1ccc2ncc(C(=O)c3ccc(OC)cc3)c(N3CCN(CC)CC3)c2c1	.	5
CC(C)C(C(=O)N1CCOCC1)N1C(=O)c2ccccc2C1=O (stereo unspecified)	-18	-16
Cc1ccc2c(CN3CCN(Cc4ccc5c(c4)OCO5)CC3)cc(=O)oc2c1C	12	6
CCOC(=O)CSc1nnc(CNC(=O)c2cccs2)n1-c1ccccc1	-126	.
C[N+](C)(C)Cc1ccccc1	.	-16
COc1ccc(-c2nn3c(-c4ccncc4)nnc3s2)cc1OC	-7	.
Cc1cc(C)c2oc(=O)cc(CN3CCN(Cc4ccc5c(c4)OCO5)CC3)c2c1	4	5
O=C(Nc1nccs1)C1CC2CCC1C2 (stereo unspecified)	.	-4
Cn1nnnc1SCC(=O)N1c2ccccc2CCc2ccccc21	-10	-14
CCCn1c(SCC(=O)c2cc(OC)ccc2OC)nnc1-c1ccco1	9	3
CC(=O)N1CCC(N2CCN(c3ccccc3F)CC2)CC1	-4	-5
CC1=NN(c2ccccc2)C(=O)/C1=C/c1c(O)[nH]c(=S)[nH]c1=O	.	6
CCOC(=O)N1CCC(NC(=O)C2CCCN(C(=O)c3cc4sccc4n3C)C2)CC1 (stereo unspecified)	-7	5
CC(C)CN1C(=O)/C(=C/c2cccs2)NC1=S	.	-4
OC1CCN(Cc2cccc(Oc3ccccc3)c2)CC1	-8	49
CN1/C(=C\C(=O)Nc2cccnc2)c2ccccc2CC1(C)C	1	.
O=C1c2ccccc2C(=O)N1CCSC(=S)N1CCOCC1	.	-6
CNC(=O)[C@@H]1C[C@H]1[C@@H](NC(=O)OCc1ccccc1)c1ccccc1	.	10
CCOC(=O)C(Sc1cc(C)nc(N)n1)C(C)=O (stereo unspecified)	.	6
CCN1C2=C(C(=O)CCC2)C(c2ccc(O)cc2)C2=C1CCCC2=O	4	-11
c1ccc(C(c2ccccc2)N2CCN(Cc3nnnn3C3CCCCC3)CC2)cc1	.	7
COc1cc2cc(C(c3nnnn3C3CCCC3)N(C)C3CCCCC3)c(=O)[nH]c2cc1OC (stereo unspecified)	-3	-10
COc1ccc(Cl)c(N2CCN(CCCNC(=O)Nc3ccc(C)cc3)CC2)c1	7	.
COc1ccc(NC(=O)c2ccc3nccnc3c2)cc1	.	8
CCCCCNc1c(C(=O)OCC)c(=O)[nH]c2ccccc12	-24	-13
CCN(CC)CCCNC(=O)C1CCN(C(=O)c2cc3sccc3n2Cc2ccc(F)cc2)CC1	2	-15
CCC1(C)Cc2c(sc3nnn(CC(=O)Nc4ccc(Cl)cc4)c(=O)c23)CO1 (stereo unspecified)	.	5
N#Cc1cccc(NC(=O)CSc2ccccc2)c1	-20	77
CCCCc1oc2c(c(=O)c1C)C(=O)CC(c1ccccc1)C2 (stereo unspecified)	.	-7
Cc1ccc(S(=O)(=O)Cc2ccc(C(=O)NCc3cccs3)o2)cc1	.	3
O=C1CC(N2CCC(c3nc4ccccc4o3)CC2)C(=O)N1Cc1cccs1 (stereo unspecified)	7	-18
COc1ccccc1NC(=O)Cn1cnc2sc(C(=O)NCc3ccco3)c(C)c2c1=O	7	7
C/C(=N\NC(=O)c1ccccc1)c1ccc(N2CCOCC2)cc1	.	-9
CCN1CCN(C(=O)Nc2cccc(C(F)(F)F)c2)CC1	-3	6
COc1ccc(C(NC(=O)C(C)(C)C)NC(=O)C(C)(C)C)cc1	5	3
COc1cccc2cc(C(=O)NC3CC(C)(C)NC(C)(C)C3)c(=O)oc12	-1	-14
CCCCC(c1nnnn1CS(=O)(=O)c1ccc(C)cc1)N1CCN(c2ccccc2)CC1 (stereo unspecified)	12	.

More entries:
compound	HIV RNase H inh	RmlC RmlD mix
O=C(c1nc2n(n1)C(c1ccc(Cl)cc1)C=C(c1ccccc1)N2)N1CCOCC1 (stereo unspecified)	-3	.
COc1ccc(-c2ccc(OC)c([C@H]3[C@H]4C=CC[C@@H](C)[C@@H]4C(=O)N3Cc3ccccc3)c2)cc1C	.	-11
COc1ccc(C(=O)N2CCN(c3cccc(Cl)c3)CC2)cc1	.	8
CN(Cc1ccccc1)C(=O)CN1C(=O)C2C3C=CC(C3)C2C1=O (stereo unspecified)	.	13
CCC1CCCCN1CCCNC(=O)Cn1nc(-c2ccc(C)cc2)ccc1=O (stereo unspecified)	-12	14
O=C1CC(c2ccccc2)n2nc(NC(=O)c3ccccc3)nc2N1 (stereo unspecified)	.	-2
Cc1ccc(S(=O)(=O)N[C@H](C(=O)Oc2ccc3c(C(F)(F)F)cc(=O)oc3c2)c2ccccc2)cc1	.	101*
CCNC(=O)c1sc(-c2ccccc2)nc1C	-10	-13
CCCCn1c(SCC(=O)c2ccc(OC)cc2OC)nc2cc(S(N)(=O)=O)ccc21	41	9
CCOC(=O)C1CCCN(c2nc3ccccc3nc2C(C#N)C(=O)NCc2ccccc2)C1 (stereo unspecified)	13	4
O=C(Cn1ncc2c(=O)oc3ccccc3c21)NCCc1ccsc1	.	2
O=C(CN1CCN(c2ccc(F)cc2)CC1)N1CCC(Cc2ccccc2)CC1	-56	8
O=C(Oc1ccc2c(c1)C(=O)c1ccccc1CO2)c1ccccc1	.	30
Cc1ccc(NC2c3ccccc3C(=O)N2CCN2CCOCC2)cc1 (stereo unspecified)	.	173
Cc1cc(NC(=O)COC(=O)COc2ccc(C(=O)c3ccccc3)cc2)no1	-7	?
Cc1noc(C)c1S(=O)(=O)N(CC(=O)N1CCCC1)c1ccc(C(C)C)cc1	2	19
CCOc1ccc(S(=O)(=O)Nc2ccccc2C(=O)NCC2CCCO2)cc1 (stereo unspecified)	-13	-12
CC(=O)c1oc2ccccc2c1NC(=O)COC(=O)c1ccc(-n2nc(C)cc2C)cc1	15	.
c1cc(CNc2ccc3c(c2)OCO3)ccn1	1	-17
COc1cc(-c2nnc(-c3cccs3)o2)cc(OC)c1OC	-6	13
CC(=O)c1c(C)[nH]c(C(=O)OCC(=O)Nc2cc(C(F)(F)F)ccc2N2CCOCC2)c1C	1	-4
COc1ccccc1N(CC(=O)Nc1ccc2c(c1)OCCO2)S(C)(=O)=O	-6	-11
Cc1ccc(C)c(N2CCN(C(=O)C3CCN(S(=O)(=O)c4c(C)noc4C)CC3)CC2)c1	-2	.
Nc1cccc(-c2nc3cc(S(=O)(=O)c4ccc5oc(-c6cccc(N)c6)nc5c4)ccc3o2)c1	.	46*
COCCNC(=O)c1ccccc1NC(=O)COc1ccccc1	0	20
C=CCN1C(=O)C(Cc2cccc(Cl)c2)S/C1=N/N=C/c1ccco1 (stereo unspecified)	.	-7
